# Screening results deposited in PubChem by National Center for Advancing Translational Sciences (NCATS).
# IDH1 R132H inh = inhibitors of human mutant IDH1 R132H | O75874 | IDH1-R132H enzyme, NADPH consumption, diaphorase/resazurin fluorescence | 390,000 tested, 0.093% active | Potency, µM (titrated, usually from 76.6 µM), without a hit: at the highest dose activity change, negative = inhibition, hits mostly inhibitors; also: potency is read from the fitted curve at half-maximal effect; % is scaled to controls: 0 for no effect and ±100 for the full control effect; nearly all actives have a fitted effect of over 65% in size
#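 IDH1-R132H (0.5 ug/mL) preincubated 30 min with compound, then NADPH (0.016 mM) and alpha-KG (2 mM) added; 80 min at RT, pH 7.5. Remaining NADPH coupled via diaphorase/resazurin to fluorescence (540/590 nm); concentration-response curves normalized to no-enzyme control.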
# TRHR enhancer = TRH receptor (human) allosteric enhancement | TRHR cells, fluo-8 calcium fluorescence, EC20 TRH enhancement | P34981 | AID 493056 | 360,000 tested, 0.66% active | enhancement, % at 2 µM; in the data active = enhancement above about 30%; also: 0% is about no effect
#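 TRHR-expressing cells loaded with fluo-8 calcium dye were read kinetically (ex 480/em 530) during compound addition, then stimulated with an EC20 of TRH (10 nM final). Enhancement of the Gq-mediated intracellular calcium response was scored.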
# D2 ag = D2 dopamine receptor (human) agonism; 340,000 tested, 0.53% active; HEK293 T-REx D2 cells, calcium flux agonist mode; AID 485358; P14416; activation, % at 2 µM;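 active = activation over 3 SD above normal in the single-dose calcium agonist read, cut at about 30% in these data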; also: 0% is about no effect
#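 In this primary screen, compounds producing a positive calcium signal within 180 s of addition to tetracycline-induced, force-coupled HEK293 Trex D2 cells are flagged; cells are dye-loaded with a no-wash calcium kit beforehand.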
# TrxR1 substrate = is turned over as a substrate by rat TrxR1; O89049; purified TrxR1 substrate turnover, NADPH consumption readout; Potency, µM (highest dose often 114 µM), for the others: top-dose activity change, negative = substrate turnover; 390,000 tested, 0.01% active; also: potency is read from the fitted curve at half-maximal effect; % is scaled to controls: 0 for no effect and ±100 for the full control effect; nearly all actives have a fitted effect of over 50% in size
#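 Rat TrxR1, dispensed at 90 nM, was prereduced with 400 uM NADPH (final) for 5 min at ~22 deg C, then incubated with compound 15 min before 400 uM selenite. A first-read NADPH fluorescence drop versus no-compound background flagged substrates.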
# TrxR1 inh = blocks rat thioredoxin reductase 1 | O89049 | recombinant rTrxR1, NADPH fluorescence consumption, selenite substrate | Potency, µM (doses to about 114 µM), inactives show at the highest dose activity change, negative = inhibition, usual class: inhibitors | 390,000 tested, 1% active | AID 588453; also: potency is read from the fitted curve at half-maximal effect; % is scaled to controls: 0 for no effect and ±100 for the full control effect; nearly all actives have a fitted effect of over 65% in size
#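 Rat TrxR1 (90 nM in the dispensed reagent) was pre-reduced with 400 uM NADPH for 5 min at room temperature, then incubated with compound for 15 min. After 400 uM selenite was added, NADPH fluorescence (Ex 340/Em 450 nm) was followed for 8 min.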
# D2 antagonist = D2 dopamine receptor (human) antagonism; inhibition, % at 10 µM; 340,000 tested, 2% active; HEK293 TREx D2 cells, calcium flux, dopamine EC80; in the data active = inhibition above about 30%; also: 0% is about no effect
#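 Compounds are added to dye-loaded, induced HEK293 T-REx cells coupled to calcium release via D2; after a 3 min kinetic read an EC80 dopamine stimulus is given and fluorescence is recorded for 3 more min.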
# PI4K2A block = blocks human PI4K2A kinase activity; AID 1346378; Q9BTU6; 420,000 tested, 0.13% active; activity change, negative = inhibition, % at 76.9 µM; purified PI4K2A, ADP-Glo luminescence, 1 h; active compounds read low; in the data active = activity change below about -50%; inconclusive = mostly about -30% to -49%;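 also: -100% = wells without enzyme as full effect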
#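 In this quantitative HTS, ADP production by PI4K2A was quantified luminescently after 1 h at ambient temperature; 100 microM adenosine served as plate-quality control.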
# USP1 inh = inhibitors of human USP1/UAF1 deubiquitinase. O94782. recombinant USP1/UAF1, Ub-Rhodamine cleavage fluorescence. Potency, µM (top dose mostly 57.1 µM), without a hit: at the highest dose activity change, negative = inhibition, usual class: inhibitors. 390,000 tested, 0.23% active; also: potency is read from the fitted curve at half-maximal effect; % is scaled to controls: 0 for no effect and ±100 for the full control effect; nearly all actives have a fitted effect of over 60% in size; inactives centre near -12
# Target sequence (O94782 whole entry, looked up): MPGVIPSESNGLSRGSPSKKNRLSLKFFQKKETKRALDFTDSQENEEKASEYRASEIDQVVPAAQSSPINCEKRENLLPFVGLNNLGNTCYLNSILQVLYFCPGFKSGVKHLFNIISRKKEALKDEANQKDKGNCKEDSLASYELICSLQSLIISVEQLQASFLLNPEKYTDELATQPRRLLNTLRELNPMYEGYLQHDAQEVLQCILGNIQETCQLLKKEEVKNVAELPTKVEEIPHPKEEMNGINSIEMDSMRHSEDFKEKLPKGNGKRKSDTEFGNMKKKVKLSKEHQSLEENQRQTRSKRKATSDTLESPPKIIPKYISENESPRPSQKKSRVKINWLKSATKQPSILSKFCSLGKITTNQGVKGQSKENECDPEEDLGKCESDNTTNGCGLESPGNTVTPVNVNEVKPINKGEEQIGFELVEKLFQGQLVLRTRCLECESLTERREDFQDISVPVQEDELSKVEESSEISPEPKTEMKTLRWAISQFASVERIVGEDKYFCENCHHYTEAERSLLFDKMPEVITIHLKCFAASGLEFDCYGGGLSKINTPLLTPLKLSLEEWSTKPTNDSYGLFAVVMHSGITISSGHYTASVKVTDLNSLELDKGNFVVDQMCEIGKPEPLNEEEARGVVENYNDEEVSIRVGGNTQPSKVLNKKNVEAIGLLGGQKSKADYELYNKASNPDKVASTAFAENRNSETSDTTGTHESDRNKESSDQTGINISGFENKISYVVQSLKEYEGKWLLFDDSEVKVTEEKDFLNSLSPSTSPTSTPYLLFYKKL
#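 USP1/UAF1 complex at 1 nM was preincubated with compound for 15 min at room temperature, then Ub-Rho substrate (150nM final) was added. Fluorescence (480/540 nm) was read kinetically, 6 reads every 60 seconds.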
# TRHR ag = TRH receptor (human) agonism; P34981; 360,000 tested, 0.18% active; TRHR cells, calcium flux fluo-8, FDSS agonist mode; activation, % at 2 µM; AID 493084; in the data active = activation above about 30%; also: 0% is about no effect
#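 In this calcium-flux screen, cells bearing human TRHR are dye-loaded with fluo-8, baselined for 10 cycles, then exposed to library compounds; positive kinetic calcium responses during the agonist phase mark hits, with TRH as control.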
# Starred values were filed as active, the others as inactive; ? = inconclusive; . = no result given; [ ] = dose if it differs, or a comment. Unless noted, calls follow the shape of the dose curve; as a rule, active = well fitted inhibition curve with a large enough effect; inconclusive = small, poorly fitted or top-dose-only effect; inactive = no such curve, though single readings can be large or run the other way.
SMILES,IDH1 R132H inh,TRHR enhancer,D2 ag,TrxR1 substrate,TrxR1 inh,D2 antagonist,PI4K2A block,USP1 inh,TRHR ag
COc1ccc(NC(=O)CCN2CCCCCC2)c(OC)c1,5.4%,0.4,1.9,4.9%,18.6%[57.1 µM],-2.0,-2.3,-8.2%,0.0
CCOc1cc(N2CCOCC2)c(OCC)cc1NC(=O)Cc1cccc2ccccc12,2.5%,-2.2,.,-11.1%,-5.5%,.,1.1,-21.0%,1.6
COC(=O)c1ccc2c(=O)[nH]c(COC(=O)c3cccc(S(=O)(=O)N4CCOCC4)c3)nc2c1,2.6%,-2.2,-0.3,4.8%,5.9%,7.0,0.3,-16.1%,-0.3
O=C(CCc1ccc(Oc2cc([N+](=O)[O-])cc([N+](=O)[O-])c2)cc1)N1CCCCCC1,0.9%,-6.9,-0.9,-14.0%,-22.6%,37.5*,-0.3,-7.4%,-0.1
CC(Sc1nc(N)cc(=O)[nH]1)C(=O)N1CCOCC1 (stereo not given),4.5%,10.9,.,6.8%,23.8%,.,1.3,-10.9%,0.1
CCN(CC)S(=O)(=O)c1cc(C(=O)Nc2cc(C)[nH]n2)ccc1Cl,5.7%,-3.5,1.3,9.4%,16.7%,-3.1,-4.4,-10.2%,1.5
CC(C(=O)Nc1ccc2c(c1)OCO2)N(c1ccc(Cl)cc1)S(C)(=O)=O (stereo not given),12.3%,1.8,-0.5,-6.2%,5.0%,15.4,9.4,-24.5%,-0.6
COC(=O)[C@]1(C)N[C@H](CN(C)C(=O)C2CCCCC2)[C@@H]2C(=O)N(C)C(=O)[C@@H]21,-1.3%,.,.,-6.5%,-12.4%,.,2.2,-12.1%,.
CCOC(=O)NN1C(=O)c2ccccc2NC1c1ccc(OC)c(OC)c1 (stereo not given),7.3%,3.0,0.6,97.4%[activator],-7.5%,-16.0,3.6,-27.3%,-0.3
CCOc1cc(/C=N/NC(=O)COc2nc(C)cc(COC)c2C#N)ccc1O,8.4%,-0.3,-1.3,1.1%,15.2%,8.3,0.1,-14.7%,0.3
S=C(NCc1ccc(Cl)c(Cl)c1)NCc1ccco1,-1.9%,-2.1,-0.3,1.0%,-14.3%,2.7,0.7,-27.0%,-0.4
Cc1ccc(S(=O)(=O)N[C@H](C(=O)OCC(=O)NC(=O)NCc2ccco2)C(C)C)cc1,0.0%,.,.,-6.7%[2.29 µM],-12.6%[2.29 µM],.,-9.4,-20.9%,.
COC(=O)c1ccc(NC(=O)CN2C(=O)CC(c3ccccc3)Sc3ccccc32)cc1 (stereo not given),28.0%,1.1,0.0,9.5%,30.3%,.,-4.6,-27.6%,0.3
CCn1c(SCC(=O)Nc2ccc(N(C)C)cc2)nnc1-c1cccc(C)c1,2.7%,-3.4,0.8,7.8%[57.1 µM],14.5%[57.1 µM],3.4,-8.8,-14.7%,-1.2
CCNC(=O)c1c(NC(=O)Cc2coc3cc(C)cc(C)c23)sc2c1CCCC2,18.0%,5.1,-0.2,-3.5%,0.4%,.,-2.7,-11.7%,0.6
COc1ccc(C(CNS(=O)(=O)c2ccc(F)cc2)N2CCN(C)CC2)cc1 (stereo not given),4.9%,6.2,0.1,6.2%,15.0%,-1.0,4.0,3.6%,-0.3
CC1O[C@@H](O[C@H](C)CC[C@@H](C)O)C(O)C[C@H]1O (stereo not given in full),4.7%,2.8,0.4,-2.9%[57.1 µM],4.5%[57.1 µM],-9.3,5.8,-21.7%,-0.2
CN(C)C(CNC(=O)c1cc(S(=O)(=O)N2CCOCC2)ccc1F)c1cccs1 (stereo not given),15.0%,.,.,1.0%,13.3%,.,1.7,-18.2%,.
CC1=CCC2C(=O)N(c3ccc(Br)cc3C)C(=O)C2C1 (stereo not given),8.5%,-1.5,-0.2,-7.3%,-9.8%,0.3,5.1,-16.0%,-0.8
O=C(NC(=S)N1CCN(C/C=C/c2ccccc2)CC1)c1cccnc1,0.6%,-4.4,-0.9,-7.2%,-18.5%[57.1 µM],4.5,5.7,0.4%,0.4
CCOC(=O)C1CCN(c2c(NCCN(CC)c3ccccc3)c(=O)c2=O)CC1,-5.9%,21.4,-0.4,-2.2%,6.0%,12.6,-2.2,-25.3%,0.8
COc1ccccc1Nc1nc(N)nc(CSCCO)n1,1.4%,6.8,1.1,3.2%,8.2%,5.8,0.8,-17.4%,0.2
N#CCC(=O)Nc1ccc(C(=O)Nc2cccc(S(N)(=O)=O)c2)cc1,-2.8%,2.9,0.2,0.1%,5.4%,-3.1,3.3,-1.0%,0.2
COc1cc2c(C(=O)N3CCCc4ccccc43)cn(C)c(=O)c2cc1OC,-2.0%,0.0,0.4,-4.1%,-10.7%,18.9,4.2,-17.4%,-0.3
COc1ccc(N2CCN(C3CCN(S(=O)(=O)c4ccc(F)cc4)CC3)CC2)cc1,21.7%,-1.8,0.5,4.2%[57.1 µM],21.6%[57.1 µM],10.8,0.6,-18.3%,0.2
# (list continues)
SMILES,IDH1 R132H inh,TRHR enhancer,D2 ag,TrxR1 substrate,TrxR1 inh,D2 antagonist,PI4K2A block,USP1 inh,TRHR ag
COC(=O)c1ccccc1NC(=O)N1CCN(C(=O)c2ccco2)CC1,3.0%,-0.6,0.1,30.5%,1.1%,1.2,2.7,-19.7%,0.5
O=C(Nc1ccc(CN2CCCCC2)cc1)c1c(F)c(F)c(F)c(F)c1F,-7.3%,6.1,-0.9,-5.5%,-2.1%,0.0,3.5,-2.8%,1.5
O=C(Nc1cccc(S(=O)(=O)NC2=NCCC2)c1)c1cc(-c2ccccn2)nc2ccccc12,-2.4%,4.4,.,-4.2%,10.6%,.,-1.3,-1.6%,0.1
CCOC(=O)N1CCN(C(=O)COc2ccccc2[N+](=O)[O-])CC1,3.4%,-20.3,0.7,-4.9%[57.1 µM],3.3%[57.1 µM],19.2,-7.0,-2.1%,-0.1
CC(Oc1ccccc1F)C(=O)NCC1(N2CCOCC2)CCCCC1 (stereo not given),27.5%,1.1,-1.9,1.5%,7.2%,.,-8.9,-27.4%,-0.4
COc1ccc(C(=O)N2N=C(c3cccc(NS(C)(=O)=O)c3)CC2c2cccs2)cc1 (stereo not given),0.0%,2.8,-1.1,2.9%,7.7%,-3.1,0.6,?,0.8
O=C(CCCN1C(=O)c2ccccc2C1=O)Nc1c2c(nc3c1CCC3)CCC2,3.9%,4.5,-0.3,6.7%,-1.4%,-3.4,5.1,-10.1%,0.0
CCOC(=O)C(C(=O)OCC)C(C#N)c1ccccc1 (stereo not given),7.3%,4.8,2.2,2.1%,-5.9%,0.8,0.2,-10.2%,-0.5
CS(=O)(=O)NN1C(=O)c2ccccc2NC1c1ccccc1F (stereo not given),2.1%,4.9,-0.6,61.8%[activator],7.2%,-12.1,-2.6,-22.1%,0.2
CCC(CC)c1nn2c(=O)cc(COc3ccc(NC(=O)c4cccc(C)c4)cc3)nc2s1,0.0%,-1.0,.,-2.1%,2.5%,.,-1.3,-25.3%,0.8
CN(C)CCN(C)Cc1c2ccccc2c(CN(C)CCN(C)C)c2ccccc12,5.0%,-1.0,0.9,17.1%[57.1 µM],10.6%[57.1 µM],-0.7,1.5,-1.6%,2.7
CCN(CC)CCNC(=O)CCn1c(=S)[nH]c2cc3c(cc2c1=O)OCO3,0.1%,-2.7,0.2,-7.3%,-14.3%,-7.6,9.2,9.9%,0.8
O=C(C[n+]1cc(-c2ccccc2)n2c1CCC2)Nc1nc(-c2ccccc2)cs1,-2.1%,3.9,-1.6,-5.8%,-3.0%,-11.5,0.5,-11.8%,-0.2
Cc1cccc(CN(C)CCc2ccccn2)c1,4.6%,3.4,0.6,-0.7%,3.3%,4.6,3.1,-8.0%,0.4
CCC(=O)c1ccc(Oc2nc3c(c(=O)n(C)c(=O)n3C)n2CC)cc1,-0.2%,8.0,0.0,1.6%,10.5%,-3.8,?,-5.6%,-0.6
CC1CN(C(=O)c2cc(S(=O)(=O)N3CCCCC3)ccc2Cl)CC(C)O1 (stereo not given),6.9%,-4.8,1.1,-2.2%,-2.5%,-11.1,-1.3,-12.8%,-0.2
CCCN(Cc1ccc(C)cc1)C(=O)c1ccc(CNS(=O)(=O)c2ccc(C(C)=O)cc2)cc1,7.9%,-0.6,0.2,-3.8%,30.4%,-3.8,-1.9,-11.0%,1.4
CCCCN(CCCC)C(=O)c1ccccc1NC(=O)CN1C(=O)c2ccccc2C1=O,9.6%,12.6,0.4,-0.3%,-2.1%,-9.3,-3.4,-15.3%,-0.2
O=C(CSCc1cc(=O)n2nc(C3CC3)sc2n1)Nc1ccc(F)cc1,8.7%,-6.9,0.2,-2.7%,16.7%,-4.3,6.9,-13.8%,0.1
CCN1CCN(c2ccc(S(=O)(=O)N3CCCCC3)cc2NC(=O)c2cccc(NC(C)=O)c2)CC1,4.1%,7.3,1.2,2.4%,3.6%,-2.3,-3.7,-4.8%,-0.1

# As a short view, part of the list above:
SMILES,IDH1 R132H inh,TRHR enhancer,D2 ag,TrxR1 substrate,TrxR1 inh,D2 antagonist,PI4K2A block,USP1 inh,TRHR ag
CCCN(Cc1ccc(C)cc1)C(=O)c1ccc(CNS(=O)(=O)c2ccc(C(C)=O)cc2)cc1,7.9%,-0.6,0.2,-3.8%,30.4%,-3.8,-1.9,-11.0%,1.4
CCCCN(CCCC)C(=O)c1ccccc1NC(=O)CN1C(=O)c2ccccc2C1=O,9.6%,12.6,0.4,-0.3%,-2.1%,-9.3,-3.4,-15.3%,-0.2
O=C(CSCc1cc(=O)n2nc(C3CC3)sc2n1)Nc1ccc(F)cc1,8.7%,-6.9,0.2,-2.7%,16.7%,-4.3,6.9,-13.8%,0.1
CCN1CCN(c2ccc(S(=O)(=O)N3CCCCC3)cc2NC(=O)c2cccc(NC(C)=O)c2)CC1,4.1%,7.3,1.2,2.4%,3.6%,-2.3,-3.7,-4.8%,-0.1
